# Bioassay records as filed in PubChem BioAssay.
# mABHD4 FP: ABHD4 (mouse) inhibition, primary FP screen | Q8VD66 | purified mABHD4, FP-Rh probe fluorescence polarization | inhibition, % at 8.92 µM | 0.54% of 370,000 active | AID 720543;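 active = inhibition exceeding the mean over every tested compound plus 3 SD, cut at about 30% in these data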;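 note: 0% = plate median of compound wells and 100% = S159A mutant with DMSO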
#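 assay system = mABHD4 protein | compound dosing = single nominal dose of 8.92 µM, 0.89% DMSO final | read-out basis = percent inhibition of probe binding, normalized to plate controls | schedule = Enzyme–compound pre-incubation 45 min, then probe 60 min, both 25 °C | detection = fluorescence polarization, excitation 525 nm, emission 598 nm, BODIPY TMR filters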
# TCR-CD3 inh: blocks the human TCR-CD3 interaction. inhibition, % at 9.4 µM. AID 651800. TAMRA-labeled TCR probe fluorescence, biochemical. 0.37% of 360,000 active; in the data active = inhibition above about 19%;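 note: recombinant mutant TCR 2C K166C tagged with TAMRA read by polarization; 0% = receptor in buffer alone and 100% = receptor with positive control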
# Rev-erbA mod: Rev-erb alpha (human) modulation; P20393; Rev-erbα–FITC-DNA binding, fluorescence polarization, 90 min; activity, % at 10 µM; 0.79% of 370,000 active;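 active = activity above about 14%, limit read from the data; passing the limit was not always enough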;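 note: 0% = DMSO wells with 35 nM protein and 100% = DMSO wells with 750 nM protein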
# PG9 Ab binder: PG9 antibody binding by small molecule | TR-FRET gp120-PG9 antibody binding | inhibition, % at 6.7 µM | 0.43% of 360,000 active | AID 624416; in the data active = inhibition above about 8.5%
# PRMT1 FP inh: inhibitors of human PRMT1; inhibition, % at 2.79 µM; AID 652257; Q99873; 1.3% of 370,000 active; recombinant PRMT1, activity-based probe fluorescence polarization;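 active = inhibition above about 21% made by adding two undisclosed values, limit read from the data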
# Target sequence (Q99873 whole entry, looked up): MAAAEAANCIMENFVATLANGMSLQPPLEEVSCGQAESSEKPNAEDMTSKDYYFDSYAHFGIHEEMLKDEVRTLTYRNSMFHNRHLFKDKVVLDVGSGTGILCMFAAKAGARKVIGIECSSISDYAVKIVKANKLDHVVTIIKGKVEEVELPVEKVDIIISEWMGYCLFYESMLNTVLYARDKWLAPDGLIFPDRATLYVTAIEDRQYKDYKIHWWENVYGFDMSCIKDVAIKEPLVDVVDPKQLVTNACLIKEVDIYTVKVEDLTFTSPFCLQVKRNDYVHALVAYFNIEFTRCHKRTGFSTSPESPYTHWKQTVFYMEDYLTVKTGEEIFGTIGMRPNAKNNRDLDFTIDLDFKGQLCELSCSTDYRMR
# MBD2 DNA inh: MBD2-methylated oligo binding inhibition; Q9UBB5; TR-FRET, MBD2 binding to methylated oligonucleotide; inhibition, % at 4.4 µM; 0.31% of 370,000 active; AID 686964; in the data active = inhibition above about 13%
# Target sequence (Q9UBB5 whole entry, looked up): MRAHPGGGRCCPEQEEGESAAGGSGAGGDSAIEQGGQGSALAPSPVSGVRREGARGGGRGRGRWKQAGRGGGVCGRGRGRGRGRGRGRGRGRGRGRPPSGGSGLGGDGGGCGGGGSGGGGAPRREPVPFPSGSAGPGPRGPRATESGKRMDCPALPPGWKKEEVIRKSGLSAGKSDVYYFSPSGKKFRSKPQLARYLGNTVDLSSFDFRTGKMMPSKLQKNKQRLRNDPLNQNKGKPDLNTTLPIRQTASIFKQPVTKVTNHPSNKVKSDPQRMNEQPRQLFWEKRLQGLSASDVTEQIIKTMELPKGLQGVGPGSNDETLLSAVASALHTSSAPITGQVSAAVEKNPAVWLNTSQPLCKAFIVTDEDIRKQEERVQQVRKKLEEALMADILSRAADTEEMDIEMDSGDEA
# HTRA1 inhibitor: blocks human HTRA1 serine peptidase; 0.5% of 340,000 active; recombinant HTRA1, FP-rhodamine activity-based probe, fluorescence polarization; inhibition, % at 5.96 µM; AID 504803; Q92743; in the data active = inhibition above about 36%;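 note: 0% = enzyme with DMSO and 100% = wells lacking enzyme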
# UHRF1 binding: UHRF1 methyl-DNA binding inhibition; Q96T88; UHRF1 binding to methylated oligo, TR-FRET; AID 687016; 0.75% of 370,000 active; inhibition, % at 4.4 µM; in the data active = inhibition above about 21%;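 note: UHRF1 SRA domain binding a hemimethylated CpG hairpin DNA probe; 0% = median of test compound wells and 100% = reference inhibitor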
# rCAG binder: r(CAG) repeat RNA binding; inhibition, % at 3 µM; 1.3% of 370,000 active; TO-PRO-1 dye displacement fluorescence;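 active = inhibition above the plate cutoff, the mean of all test compounds on that plate plus 3 SD, cut at about 35% in these data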;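 note: 0% = DMSO alone and 100% = 100 µM mitoxantrone as full dye displacement; higher means more dye released from RNA so lower well fluorescence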
# LEDGF integ inh: blocks HIV-1 LEDGF/p75-dependent DNA integration; TR-FRET IN-LEDGF/p75 DNA integration, Eu/Cy5; inhibition, % at 3.7 µM; 0.64% of 370,000 active; AID 743269;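 active = inhibition above the screen-wide mean plus 3 SD, cut at about 13% in these data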;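 note: signal is the Cy5 over europium emission ratio at 671 and 618 nm; 0% = plate median of compound wells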
# The depositor's hits bear a star; · = not tested or not shown.
# Under each structure: mABHD4 FP	TCR-CD3 inh	Rev-erbA mod	PG9 Ab binder	PRMT1 FP inh	MBD2 DNA inh	HTRA1 inhibitor	UHRF1 binding	rCAG binder	LEDGF integ inh
- Cc1ccc2c(=O)c(C(=O)NCc3cccs3)c[nH]c2c1
 : -1.3	1.5	4.5	-0.6	-0.8	1.5	-8.0	0.9	-0.2	-1.2
- Cc1cc(Br)c(NC(=O)CN2CCCC2)c(Br)c1
 : -1.4	-2.9	-5.2	1.1	2.6	-2.7	-6.0	2.2	4.4	-5.4
- CCc1ccc(Nc2nnc(SCC(=O)c3c(N)n(C4CC4)c(=O)[nH]c3=O)s2)cc1
 : 3.6	6.7	-1.1	-1.1	-2.2	1.5	-4.1	1.1	4.7	0.3
- Cc1ccc(-n2nc3c(N4CCC(C(=O)N5CCN(C)CC5)CC4)nnc(C)c3c2C)cc1
 : -7.7	-3.3	2.1	0.3	-1.9	-4.0	1.9	4.4	-39.2	-0.1
- O=c1[nH]ncc(N/N=C\c2ccc(O)cc2O)c1Cl
 : 3.0	1.0	6.8	-4.5	0.9	-1.8	4.9	-5.8	1.4	0.7
- Cn1cc(C(=O)C(=O)NCCc2ccccc2)c2ccccc21
 : -4.0	-3.1	-1.9	-0.6	4.2	0.1	0.6	-0.2	-5.2	-4.8
- COc1ccc(CCNC(=O)Cn2c(=O)[nH]c3ccsc3c2=O)cc1OC
 : -6.3	0.0	2.2	-0.9	3.1	1.7	-1.1	2.4	-2.7	-7.4
- COc1ccccc1S(=O)(=O)Cc1ccc(C(=O)NCc2cccs2)o1
 : 2.4	6.0	1.9	-1.8	1.7	1.6	3.9	-4.0	-0.6	-2.8
- O=C(c1oc(=O)c2ccccc2c1-c1ccccc1)N1CCC(O)CC1
 : -0.4	0.7	-5.6	-1.1	-8.8	1.0	-0.1	-2.2	-1.9	3.7
- COc1cccc2sc(N(CCCN(C)C)C(=O)c3ccc(S(=O)(=O)N4CCc5ccccc5C4)cc3)nc12
 : 9.1	3.2	6.1	-3.2	-2.4	1.3	-7.9	0.2	0.2	3.9
- C=CCNC(=S)N1CCc2[nH]c3ccccc3c2C1
 : -1.4	-6.3	5.5	-3.5	-0.7	-0.9	·	-0.6	0.3	0.6
- COc1ccc(N2CCN(C(=O)CSc3nc4nc(C)cc(C)n4n3)CC2)cc1
 : 1.1	-3.1	8.2	-2.5	-1.2	-7.9	2.6	-0.1	2.1	0.3
- O=C(CCC(=O)Nc1ccccc1)N/N=C/c1ccccc1F
 : -11.6	-8.3	1.9	-0.6	-3.2	3.5	-1.2	3.2	-3.1	4.2
- O=C(NCc1ccccc1)NC(=O)c1ccncc1
 : 4.6	-7.2	3.2	2.2	0.6	4.2	4.1	-0.4	-1.2	-0.5
- O=C1c2ccccc2C(=O)N1c1n[nH]c(CCc2ccccc2)n1
 : 4.8	0.6	-1.3	0.4	-3.6	0.2	-3.6	0.6	-1.8	-1.5
- CSc1ccc(-c2ccco2)nn1
 : -5.0	-1.2	-0.2	1.1	8.0	-7.8	10.0	-5.1	-0.2	0.4
- CC1CCCN(S(=O)(=O)c2ccc(C(=O)Nc3nnc(C4CC4)o3)cc2)C1 (stereo unspecified)
 : -9.1	-5.5	1.6	-1.9	0.9	1.2	1.3	-2.3	15.9	-2.2
- COc1ccc(/C=C/c2ccc3c(Br)ccc(O)c3n2)cc1
 : 17.8	-4.6	-2.1	1.1	-0.8	1.4	23.2	-0.5	15.8	-0.2
- O=C(O)CCCN1C(=O)/C(=C\c2ccc(-c3nc4ccccc4s3)o2)SC1=S
 : 28.9	0.7	8.9	1.1	49.2*	-3.2	-6.9	8.2	27.2	0.3
- Cn1cc(/C=C/c2nc3ccccc3c(=O)n2-c2cccc([N+](=O)[O-])c2)c2ccccc21
 : 11.2	-1.2	1.2	-2.4	1.1	8.6	-9.0	1.4	11.7	2.9
- Cn1c2c(c(=O)n(C)c1=O)C(C(F)(F)F)(C(F)(F)F)N=C(C1CCCCC1)N2
 : -4.5	-0.7	-1.1	-0.6	-1.4	1.9	-50.8	0.6	-7.7	-0.3
- O=C(Cn1c(-c2ccco2)nc2ccccc21)N1CCCCC1
 : 1.9	-3.9	-1.8	-3.4	19.7	-7.4	4.9	8.2	4.9	4.3
- Cc1ccc2nc(CN(C)C(=O)[C@H]3O[C@@H](n4cnc(C(N)=O)n4)[C@H](O)[C@@H]3O)[nH]c2c1
 : 4.0	2.2	-0.5	-0.3	-1.6	1.0	·	-1.8	-2.4	1.8
- COc1ccc(S(=O)(=O)NCCCN2CCCC2=O)c(OC)c1
 : 2.0	0.2	6.9	-1.8	2.2	0.3	-1.4	-0.5	-0.9	2.3
- O=C(O)C1(c2ccccc2)CCN(S(=O)(=O)c2ccc(Cl)cc2)CC1
 : -4.6	-8.8	-6.1	0.6	3.6	0.6	-3.2	1.9	6.9	-2.5
- Cc1ccccc1C(=O)N1CCC(C(=O)OCC(=O)Nc2cccc([N+](=O)[O-])c2C)CC1
 : 5.6	2.4	3.4	0.2	-2.7	-3.0	3.6	-0.9	-1.3	5.0
- O=C(NNC(=O)c1oc2ccccc2c1-n1cccc1)c1ccco1
 : -3.4	8.4	-0.7	-1.0	-3.7	-2.0	-4.8	-2.7	7.0	2.7
- CCOC(=O)CSc1nc(N)c(C#N)c(-c2ccc(OC)cc2)c1C#N
 : -5.5	-1.0	75.6*	62.7*	7.8	-1.6	-4.5	3.8	0.1	0.4
- CC(C)C[C@H]1CNC(=O)C(=O)N1C[C@@H]1CCCN1C[C@H](Cc1ccc(O)cc1)N1C[C@H](Cc2ccccc2)N(CC2CCCCCC2)C(=O)C1=O
 : 12.2	1.3	-13.4	0.1	0.8	3.1	·	6.8	5.3	-1.9
- O=C(COc1ccccc1)Nc1cccc(-c2nn[nH]n2)c1
 : -4.6	-13.7	0.4	-0.4	16.4	1.4	6.0	1.0	5.6	0.0
- O=C(CCn1c(=O)c2cccn2c2cccnc21)NCCCN1CCN(c2ccc(F)cc2)CC1
 : 0.5	-0.6	0.3	1.0	3.0	1.1	4.1	-0.3	0.5	0.3
- CN1C(=O)/C(=C/c2ccccc2OCc2ccccc2)NC1=S
 : 1.6	2.3	-1.9	-2.2	0.4	-0.8	-17.9	-0.6	2.9	0.1
- CCOC(=O)N/N=C(\C)c1cccs1
 : -0.2	-1.5	-2.5	-3.6	1.7	0.3	-4.3	-1.1	0.5	1.4
- COc1cc(C2NC(=S)NC(C)=C2C(=O)Nc2ccc(C)cc2)ccc1O (stereo unspecified)
 : 5.0	4.0	-4.3	-2.5	-1.3	0.7	-6.8	-1.7	-0.3	-1.5
- CCN1CCN(c2c(Cl)cccc2NC(=O)c2ccc3c(c2)OCCO3)CC1
 : -1.7	-0.5	2.9	-2.9	-2.5	-3.3	-7.7	-1.6	-7.7	3.0
- COC(=O)C1=C(C)N(Cc2ccccc2)C(=NCCc2ccccn2)N[C@H]1c1cccc(C(F)(F)F)c1
 : 8.2	-3.0	2.0	0.7	-0.6	-1.4	-6.0	-0.7	-0.2	-2.2
- O=C(NC1CCCCC1)c1cc(S(=O)(=O)N2CCN(c3ccccc3)CC2)ccc1Cl
 : 3.0	6.5	1.9	0.8	-1.4	-6.2	4.7	0.1	3.8	-1.9
- CCOc1ccc(CN(C)C(=O)c2ccc3c(c2)NC(=O)C(C)S3)cc1OC (stereo unspecified)
 : 5.3	4.5	-2.9	1.6	0.7	3.7	-4.9	-0.6	-1.7	1.9
- CNC(=O)c1cc(C(=O)c2ccccc2C(F)(F)F)c[nH]1
 : 8.8	5.3	2.5	-1.4	1.1	-3.0	-0.4	3.9	-0.2	-6.0
- CN(C)CCNC(=O)c1ccccc1-c1cc2ccccc2c(=O)o1
 : -16.0	-6.6	2.6	1.5	7.4	10.2	6.8	3.8	2.1	0.3
- CSCCC(NC(N)=O)C(=O)Nc1ccc2ccccc2c1 (stereo unspecified)
 : -3.3	7.3	0.9	-2.2	1.3	-1.1	3.2	5.6	1.8	2.8
- CCOC(=O)NC(=O)CSc1nnc(SCCC(=O)O)s1
 : 2.4	3.4	0.8	-2.4	0.9	-0.6	8.7	0.3	-0.5	-0.5
- COc1ccc(C(=O)NCCS(=O)(=O)NCc2ccco2)cc1
 : 1.3	2.6	-5.9	-0.8	1.9	0.8	2.9	-0.2	4.3	2.0
- CC1=NN(c2ccc(Br)cc2)C(=O)/C1=C/c1cccs1
 : -2.1	2.1	-3.0	1.5	-1.3	-4.0	8.3	-9.2	4.2	0.1
- O=C(NCc1ccc(C(F)(F)F)cc1)c1ccc(-c2ccc(F)c(F)c2)c2ccoc12
 : -16.6	-6.5	2.7	-1.3	4.5	1.3	·	0.7	2.6	-5.9

# 3 structures from above, sorted by number of heavy atoms, descending.
# Under each structure: mABHD4 FP	TCR-CD3 inh	Rev-erbA mod	PG9 Ab binder	PRMT1 FP inh	MBD2 DNA inh	HTRA1 inhibitor	UHRF1 binding	rCAG binder	LEDGF integ inh
- O=C(NC1CCCCC1)c1cc(S(=O)(=O)N2CCN(c3ccccc3)CC2)ccc1Cl
 : 3.0	6.5	1.9	0.8	-1.4	-6.2	4.7	0.1	3.8	-1.9
- CCN1CCN(c2c(Cl)cccc2NC(=O)c2ccc3c(c2)OCCO3)CC1
 : -1.7	-0.5	2.9	-2.9	-2.5	-3.3	-7.7	-1.6	-7.7	3.0
- CC1=NN(c2ccc(Br)cc2)C(=O)/C1=C/c1cccs1
 : -2.1	2.1	-3.0	1.5	-1.3	-4.0	8.3	-9.2	4.2	0.1

# (next part)
# Under each structure: mABHD4 FP	TCR-CD3 inh	Rev-erbA mod	PG9 Ab binder	PRMT1 FP inh	MBD2 DNA inh	HTRA1 inhibitor	UHRF1 binding	rCAG binder	LEDGF integ inh
- CCC(C)NC(=S)N1CCN(Cc2ccccc2)CC1 (stereo unspecified)
 : 0.6	2.6	0.1	-0.1	-0.4	-2.1	7.0	4.5	-5.7	3.2
- Clc1ncccc1-c1nnn(-c2ccccc2Br)n1
 : 1.6	-1.3	5.8	0.8	-2.2	-1.5	-3.9	-0.3	-0.6	3.8
- COc1ccc(/C=C2/C(=O)N=C(N)N2C)cc1OC
 : -5.5	6.8	-4.5	-0.1	2.1	0.3	1.2	-0.7	2.4	0.5
- CN(C)c1ccc(CNc2nc(-c3ccccc3)nn2S(C)(=O)=O)cc1
 : 1.4	3.5	0.1	-2.9	-4.5	-4.1	-3.8	-1.2	-2.3	0.8
- Cc1cccc(NC(=O)C2CCCN(S(=O)(=O)c3cccc4nsnc34)C2)c1 (stereo unspecified)
 : -2.8	-1.1	154.6*	65.5*	-1.8	1.9	-3.7	3.7	1.3	3.0
- CC(OC(=O)/C=C/c1cccc(C(F)(F)F)c1)C(=O)NC1CCCCC1C (stereo unspecified)
 : 0.7	-3.4	5.8	-1.8	-2.8	-4.2	-1.5	-1.3	-0.7	2.9
- COc1ccc(NS(=O)(=O)c2cc(NC(=O)C3CCCCC3)ccc2N2CCOCC2)cc1
 : -1.2	0.8	8.0	-1.3	-0.6	4.7	-8.7	0.3	3.3	-3.2
- O=C1C2CC=C(Cl)CC2C(=O)N1CCN1CCOCC1 (stereo unspecified)
 : -8.3	3.0	-3.2	0.2	2.4	3.8	-2.6	0.9	-1.6	3.6
- Fc1cccc(Nc2nc3ccccc3n3nnnc23)c1
 : 6.5	1.6	-0.9	-0.6	2.9	-0.7	2.5	0.0	2.6	-1.9
- C(=C\c1ccccc1)/C=N/Nc1nc2ccccc2[nH]1
 : 31.9*	-1.3	-2.1	-6.2	-0.9	4.1	31.8	-2.9	1.8	-0.8
- Cc1ccc(CNS(=O)(=O)c2ccc3c(c2)CCN3C(=O)CCCC(=O)O)cc1
 : 1.8	4.8	-6.0	0.8	-3.0	0.3	1.6	-2.2	12.0	-1.3

# An excerpt, so the mix of outcomes need not match the whole.
